# Screening results: PubChem BioAssay, several laboratories
# IEC-6 cytotox: kills IEC-6 intestinal cells in KLF5 counter-screen; inhibition, % at 5 µM; hit rate 0.78% among 290,000; IEC-6 cytotoxicity, luminescence viability; in the data active = inhibition above about 22%;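 also: 0% = plate median of test compound wells and 100% = cytotoxic reference compound wells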
# HIF activator: HIF pathway transcriptional activation. U2OS HRE-luciferase reporter, luminescence; normalized: DMSO 0%, desferrioxamine 100%. activation, % at 7.5 µM (by protocol). hit rate 0.32% among 300,000;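 active = mean activation of at least 10% of the iron chelator positive control signal, with at least half of replicates also reaching 10%; inconclusive = mean and replicate majority disagree about reaching 10%; inactive = mean and most replicates under 10%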
# TRPC6 inhibitor: mouse TRPC6 channel inhibition. B-score at 10 µM. HEK293-TRPC6, membrane potential dye, ACh-evoked depolarization; hits give low values. AID 2553. hit rate 1.1% among 310,000. Q61143;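 active = B-score under library mean minus 3 SD, initial fluorescence not abnormally high, positive integrated signal ratio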;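 also: B-score derived from integrated fluorescence ratio over the kinetic read; more negative B-score means stronger inhibition of depolarization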
# aSyn 5UTR inh: 5' untranslated region of α-synuclein, MLPCN primary screen | alpha-synuclein 5'UTR reporter, inhibitor activity | inhibition, % (tested at 7.5 µM) | hit rate 0.82% among 300,000 | AID 1813; in the data active = inhibition above about 60%; inconclusive = no clear call, values can overlap the other calls;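 also: H4 neuroglioblastoma cells stably carrying SNCA 5'UTR luciferase fusion; 0% = DMSO wells and 100% = positive control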
# TRPC4 agonist: activators of mouse TRPC4 channel | hit rate 0.49% among 310,000 | B-score at 10 µM | Q9QUQ5 | HEK293 TRPC4beta/mu-opioid, Fluo4 calcium fluorescence; hits give high values | AID 2237;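 active = B-score above 5 SD of library B-scores, and initial fluorescence ratio not above library mean plus 5 SD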;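 also: positive B-score marks a calcium rise read as TRPC4 activation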
# Target sequence (Q9QUQ5 whole entry, looked up): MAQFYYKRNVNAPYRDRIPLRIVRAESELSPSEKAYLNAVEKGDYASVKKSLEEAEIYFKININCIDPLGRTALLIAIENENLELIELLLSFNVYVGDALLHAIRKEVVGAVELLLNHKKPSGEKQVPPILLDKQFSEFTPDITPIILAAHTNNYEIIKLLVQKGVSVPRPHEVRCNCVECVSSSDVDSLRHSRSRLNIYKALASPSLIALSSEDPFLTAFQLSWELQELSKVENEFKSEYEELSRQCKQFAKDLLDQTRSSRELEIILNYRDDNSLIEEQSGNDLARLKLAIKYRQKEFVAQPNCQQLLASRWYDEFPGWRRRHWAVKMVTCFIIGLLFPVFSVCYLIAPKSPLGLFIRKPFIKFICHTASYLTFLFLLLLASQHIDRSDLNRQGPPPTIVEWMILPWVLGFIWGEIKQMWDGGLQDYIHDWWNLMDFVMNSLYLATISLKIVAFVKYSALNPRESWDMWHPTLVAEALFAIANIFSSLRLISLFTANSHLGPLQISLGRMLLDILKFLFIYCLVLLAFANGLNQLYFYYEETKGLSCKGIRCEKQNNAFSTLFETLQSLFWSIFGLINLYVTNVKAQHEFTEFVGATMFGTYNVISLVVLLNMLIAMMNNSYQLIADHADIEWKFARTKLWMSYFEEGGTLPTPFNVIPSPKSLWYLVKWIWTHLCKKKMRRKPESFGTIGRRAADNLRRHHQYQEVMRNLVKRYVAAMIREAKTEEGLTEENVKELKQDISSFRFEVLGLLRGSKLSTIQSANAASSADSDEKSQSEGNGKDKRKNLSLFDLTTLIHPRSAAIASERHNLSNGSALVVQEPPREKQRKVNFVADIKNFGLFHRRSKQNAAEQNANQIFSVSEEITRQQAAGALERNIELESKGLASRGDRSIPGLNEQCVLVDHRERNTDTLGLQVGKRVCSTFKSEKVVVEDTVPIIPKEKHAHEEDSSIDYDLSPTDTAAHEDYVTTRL
#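 Assay system: HEK293 stable line with TRPC4beta plus mu-opioid receptor; schedule: 45 min room-temperature Fluo4 loading, 110 s read; technique: kinetic Fluo4 calcium fluorescence; evaluation: integrated baseline-normalised fluorescence ratio, converted to per-well B score; controls: buffer (low) and maximal DAMGO (high)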
# MrgX1 antag: blocks BAM8-22 activation of human MrgX1 receptor; Q96LB2; MRGX1-HEK293 calcium flux, Fluo-4, BAM8-22 antagonism; hits give low values; B-score at 10 µM; hit rate 1.3% among 310,000; AID 588676;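 active = calcium-response B-score plate-corrected more than 3 library SD below zero, starting fluorescence within 5 deviations, no agonist response on first addition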;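 also: peak minus trough fluorescence over baseline after final BAM8-22 challenge near maximal dose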
# TRPC6 act: activates the mouse TRPC6 cation channel | HEK293-TRPC6 membrane potential dye fluorescence; hits give high values | Q61143 | AID 2550 | hit rate 0.13% among 310,000 | B-score at 10 µM;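 active = B-score of the integrated fluorescence ratio above library mean plus 3 SD, and starting fluorescence ratio within library mean plus 5 SD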;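 also: higher score means more depolarization so channel activation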
# TRPC4 inh: TRPC4 (mouse) channel inhibition; Q9QUQ5; HEK293 TRPC4beta/mu-opioid, DAMGO-evoked Fluo4 calcium flux; hits give low values; B-score at 10 µM; hit rate 0.39% among 300,000; AID 2247;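 active = B-score over 3 SD under the library average, no early fluorescence shift, positive overall ratio signal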
#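 Signal: kinetic Fluo4 fluorescence imaging of calcium influx. Material: stable TRPC4beta/mu-opioid receptor HEK293 cells. Probe or stimulus: DAMGO in two steps, submaximal then maximal.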
# KLF5 inh: suppresses KLF5 promoter-driven expression | DLD-1 KLF5 promoter-luciferase reporter, luminescence | inhibition, % at 5 µM | hit rate 0.23% among 290,000 | AID 1700;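 active = inhibition above a per-plate limit of that plate's mean compound inhibition plus 3 SD, cut at about 60% in these data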;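 also: 0% = DMSO wells and 100% = LY294002 at 200 µM; higher means less KLF5 promoter-driven luciferase light; inactives centre near -14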
# SKKanGAS inh: inhibitors of SKKanGAS S. pyogenes growth in kanamycin (SK-promoter or general growth effect) | hit rate 1.3% among 300,000 | inhibition, % at 7.5 µM | BacTiter-Glo, 6 h | AID 1662;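 active = mean replicate score, as percent of positive control median, at least 50; inconclusive = mean below 50 but one replicate at or above 50; inactive = mean and every replicate below 50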;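 also: strain carries kanamycin resistance gene driven by streptokinase promoter and grows in 40 µg/ml kanamycin; loss of luminescence reflects streptokinase promoter inhibition or plain growth inhibition; 0% = median of DMSO wells and 100% = positive control at its reference dose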
# TRPC4 PAM: allosteric potentiators of mouse TRPC4 channel | Q9QUQ5 | B-score at 10 µM | HEK293 TRPC4beta/mu-opioid, DAMGO EC20, Fluo-4 Ca2+ flux; hits give high values | hit rate 0.42% among 310,000 | AID 2227;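 active = B-score of calcium response area above 5 SD of library B-scores, with initial fluorescence ratio within 5 SD of library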;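 also: B-score of integrated fluorescence ratio over time as area under calcium response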
# Starred values were filed as active, the others as inactive; i = inactive; ? = inconclusive; nt = not tested or not shown.
SMILES,IEC-6 cytotox,HIF activator,TRPC6 inhibitor,aSyn 5UTR inh,TRPC4 agonist,MrgX1 antag,TRPC6 act,TRPC4 inh,KLF5 inh,SKKanGAS inh,TRPC4 PAM
COc1ccc(OC)c(NC(=O)NC2CCCc3ccccc32)c1 (stereo not drawn),6,-0.5,i,-4,i,i,i,i,-28,?,i
O=C(/C=C/c1cccnc1)c1cccc(O)c1,-5,0.9,i,-88,i,i,i,i,0,3,i
CNS(=O)(=O)c1ccc(NC(=O)c2cnn3c(C(F)F)cc(-c4ccccc4)nc23)cc1,-5,-1.7,i,55,i,i,i,i,-19,53*,i
CCC(C)[C@H](NC(=O)N1CCn2c1nc1ccccc12)C(=O)NCc1ccccc1 (stereo partly drawn),4,0.1,i,5,i,i,i,i,6,1,i
Cc1cc(C)c(C#N)c(Sc2nnnn2-c2ccccc2)n1,-11,-0.1,i,-5,i,i,i,i,10,1,i
NC(=O)CSc1nc2cc([N+](=O)[O-])ccc2n1-c1cccc(C(F)(F)F)c1,1,-0.3,i,6,i,i,i,i,7,-3,i
CCN(CC)c1ccc(NC(=O)c2cccc(C)c2OC)c(C)c1,8,-0.1,i,10,i,i,i,i,-118,nt,i
Cc1ccccc1C(=O)Nn1cnnc1,2,-6.3,i,7,i,i,i,i,-38,2,i
CC1(C)CC2(C)OC(=N)C1(C#N)C2(C#N)C#N (stereo not drawn),11,-0.4,i,10,i,i,i,i,14,-4,i
S=C(c1ccc(-c2ccccc2Cl)o1)N1CCCCC1,2,2.8,i,-170,i,i,i,i,-91,-10,i
COc1ccc(Cc2nc3ccc(C(=O)NC(C)C)cc3o2)cc1,-2,3.8,i,-107,i,i,i,i,-80,-6,i
COc1ccc(-c2nc(C#N)c(NCCCn3ccnc3)o2)cc1OC,5,0.7,i,-28,i,i,i,i,-53,-1,i
COc1ccc(OC)c(/C=N/c2c(-c3ccc(O)c(OC)c3)nc3ccccn23)c1,3,0.9,i,-45,i,i,i,i,-33,-18,i
O=S(=O)(N/N=C/c1ccc2c(c1)OCCO2)c1ccccc1,-1,-0.5,i,-48,i,i,i,i,-28,0,i
COc1ccc2c(c1)CCCN2C(N)=O,0,0.0,i,15,i,-4.9*,i,i,-10,-6,i
O=C(CN1CCN(c2ccccc2F)CC1)c1ccc(O)cc1O,-5,-0.3,i,-4,i,i,i,i,-20,2,i
O=C(CSc1cccc[n+]1[O-])N1CCCCCC1,-1,0.0,i,20,i,i,i,i,-31,0,i
Cc1csc(NC(=O)C(F)(F)F)n1,-6,-0.5,i,13,i,i,i,i,5,-2,i
COc1cc(NC(=O)c2cc([N+](=O)[O-])ccc2NC(=O)CNC2CCCCC2)cc(OC)c1,2,0.4,i,34,i,i,i,i,-11,5,i
Cc1ccc(C(=O)O)cc1N1C(=O)c2cccc3cc(Br)cc(c23)C1=O,-4,-0.2,i,-16,i,i,i,i,-6,12,i
C/C(=N\NC(=O)c1ccc(F)cc1)c1ccc(N2CCOCC2)cc1,6,0.1,i,-9,i,i,i,i,-9,-9,i
CC(C)(C)CC(=O)NC(=S)Nc1ccccc1C(F)(F)F,6,0.0,i,15,i,i,i,i,-1,2,i
COC(=O)c1ccc(NC2(C#N)C(=O)Nc3ccccc32)cc1 (stereo not drawn),9,0.4,-8.5*,-22,i,i,i,i,-12,-2,i
COc1ccccc1NC(=O)c1ccc(NS(=O)(=O)c2c(C)noc2C)cc1,-1,0.8,i,-1,i,i,i,i,-10,-2,i
CCOC(=O)CC(C#N)c1cn(C)c2ccccc12 (stereo not drawn),-4,-0.5,i,-16,i,i,i,i,-17,-1,i

# 3 structures already listed, arranged by count of non-hydrogen atoms, lowest first.
SMILES,IEC-6 cytotox,HIF activator,TRPC6 inhibitor,aSyn 5UTR inh,TRPC4 agonist,MrgX1 antag,TRPC6 act,TRPC4 inh,KLF5 inh,SKKanGAS inh,TRPC4 PAM
O=C(/C=C/c1cccnc1)c1cccc(O)c1,-5,0.9,i,-88,i,i,i,i,0,3,i
COC(=O)c1ccc(NC2(C#N)C(=O)Nc3ccccc32)cc1 (stereo not drawn),9,0.4,-8.5*,-22,i,i,i,i,-12,-2,i
CCN(CC)c1ccc(NC(=O)c2cccc(C)c2OC)c(C)c1,8,-0.1,i,10,i,i,i,i,-118,nt,i

# (listing goes on)
SMILES,IEC-6 cytotox,HIF activator,TRPC6 inhibitor,aSyn 5UTR inh,TRPC4 agonist,MrgX1 antag,TRPC6 act,TRPC4 inh,KLF5 inh,SKKanGAS inh,TRPC4 PAM
COCCN=C1Sc2nc3ccc(C)cc3cc2CN1Cc1ccco1,-3,0.9,i,-68,i,-5.4*,i,i,-46,5,i
CN(C(=O)CCN1C(=O)c2ccccc2C1=O)c1ccccc1,-6,0.0,i,9,i,i,i,i,-22,-2,i
CC(O)C(=O)N/N=C/c1ccccc1C(=O)O (stereo not drawn),2,-0.2,i,6,i,i,i,i,-45,0,i
Cc1ccc(O)c(CNc2nc3ccccc3[nH]2)c1,-2,6.1,i,-70,i,nt,i,-7*,-88,5,i
CC(C)N1CCc2[nH]c(=S)[nH]c(=O)c2C1,4,-0.5,i,-9,i,i,i,i,-3,-2,i
O=C(CN1C(=O)NC2(CCCC2)C1=O)Nc1ccc(S(=O)(=O)N2CCOCC2)cc1,-1,0.5,i,4,i,i,i,i,3,-10,i
CN(C)C(=O)CSc1cnc2ccccc2n1,1,-0.2,i,6,i,i,i,i,-2,2,i
Cc1ccc(C(=O)O)cc1Nc1ncnc2sc3c(c12)CCC3,-5,0.1,i,12,i,i,i,i,1,3,i
O=C(/C=C/c1ccc(F)cc1)Nc1ccc(S(=O)(=O)Nc2ncccn2)cc1,-3,0.0,i,17,i,i,i,i,-26,2,i
O=C(Nc1ccccc1-c1ccccc1)c1cnccn1,-1,1.2,i,-32,i,i,i,i,-1,-2,13*
COC(=O)c1cccc(C(=O)N2CCC(CO)(CCc3ccccc3)CC2)c1,-3,2.8,i,7,i,i,i,i,-27,1,i
COc1ccc(CC2(CO)CCN(S(=O)(=O)c3cccc4cccnc34)CC2)cc1,4,0.6,i,21,i,i,i,i,-46,4,i
CC(c1ccco1)N(C(=O)C12CC3CC(CC(C)(C3)C1)C2)c1ccccn1 (stereo not drawn),-3,-0.5,i,22,i,i,i,i,-34,-1,i
CCOc1ncccc1C(=O)N1CCCSC1=Nc1ccc(C(C)=O)cc1,5,-0.1,i,-10,i,i,i,i,-12,6,i
COCCN1C(=O)N[C@@H](c2cccs2)C(C(C)=O)=C1C,nt,-1.7,i,15,i,i,i,i,nt,1,i
Cc1ccc(NC(=O)CSc2nnc(C(F)(F)F)n2C)cc1[N+](=O)[O-],7,0.0,i,8,i,i,i,i,4,-1,i
CC(c1ccccc1)C1CC(=O)N(Cc2ccccc2)C1=O (stereo not drawn),-4,-0.3,i,16,i,i,i,i,-57,5,i
CC(=O)c1cccc(NC(=O)CSc2nc(C3CC3)nc3ccccc23)c1,2,0.5,i,-4,i,i,i,i,-8,10,i
CCNCCNC(=O)c1c(O)c2ccccc2n(CC)c1=O,5,0.6,i,3,i,i,i,i,-13,-2,i
COc1ccc(/C=N/NC(=O)c2cccc(Br)c2)cc1CN1CCOCC1,2,0.2,i,-23,i,i,i,i,-30,1,i
CC(=O)Nc1ccc(S(=O)(=O)Nc2ccc(C(=O)NCC(=O)O)cc2)cc1,-5,-0.1,i,3,i,i,i,i,-24,-6,i
N/C(Cc1ccc([N+](=O)[O-])cc1)=N\OC(=O)c1ccco1,11,4.9,i,-33,i,i,i,i,-17,2,i
CCNC(=S)Nc1cccc(S(=O)(=O)NC2=NCCC2)c1,2,-0.4,i,13,i,i,i,i,-19,1,i
Cc1ccc(C)c(NC(=O)c2oc(=O)c3ccccc3c2-c2ccccc2)c1,0,-0.7,i,13,i,i,i,i,9,2,i
Cc1cccc(C)c1OCC(=O)OCC(=O)c1ccc2c(c1)NC(=O)CO2,-7,-0.3,i,-22,i,i,i,i,3,5,i
Cc1cc(F)ccc1S(=O)(=O)Nc1ncnc2sccc12,13,0.0,i,9,i,i,i,i,-9,-3,i

# Of the compounds above, 12 have four or more nitrogen atoms.
SMILES,IEC-6 cytotox,HIF activator,TRPC6 inhibitor,aSyn 5UTR inh,TRPC4 agonist,MrgX1 antag,TRPC6 act,TRPC4 inh,KLF5 inh,SKKanGAS inh,TRPC4 PAM
CNS(=O)(=O)c1ccc(NC(=O)c2cnn3c(C(F)F)cc(-c4ccccc4)nc23)cc1,-5,-1.7,i,55,i,i,i,i,-19,53*,i
CCC(C)[C@H](NC(=O)N1CCn2c1nc1ccccc12)C(=O)NCc1ccccc1 (stereo partly drawn),4,0.1,i,5,i,i,i,i,6,1,i
Cc1cc(C)c(C#N)c(Sc2nnnn2-c2ccccc2)n1,-11,-0.1,i,-5,i,i,i,i,10,1,i
NC(=O)CSc1nc2cc([N+](=O)[O-])ccc2n1-c1cccc(C(F)(F)F)c1,1,-0.3,i,6,i,i,i,i,7,-3,i
Cc1ccccc1C(=O)Nn1cnnc1,2,-6.3,i,7,i,i,i,i,-38,2,i
CC1(C)CC2(C)OC(=N)C1(C#N)C2(C#N)C#N (stereo not drawn),11,-0.4,i,10,i,i,i,i,14,-4,i
COc1ccc(-c2nc(C#N)c(NCCCn3ccnc3)o2)cc1OC,5,0.7,i,-28,i,i,i,i,-53,-1,i
COc1cc(NC(=O)c2cc([N+](=O)[O-])ccc2NC(=O)CNC2CCCCC2)cc(OC)c1,2,0.4,i,34,i,i,i,i,-11,5,i
O=C(CN1C(=O)NC2(CCCC2)C1=O)Nc1ccc(S(=O)(=O)N2CCOCC2)cc1,-1,0.5,i,4,i,i,i,i,3,-10,i
O=C(/C=C/c1ccc(F)cc1)Nc1ccc(S(=O)(=O)Nc2ncccn2)cc1,-3,0.0,i,17,i,i,i,i,-26,2,i
Cc1ccc(NC(=O)CSc2nnc(C(F)(F)F)n2C)cc1[N+](=O)[O-],7,0.0,i,8,i,i,i,i,4,-1,i
CCNC(=S)Nc1cccc(S(=O)(=O)NC2=NCCC2)c1,2,-0.4,i,13,i,i,i,i,-19,1,i
